Screening data (PubChem BioAssay)
IMPase Li cell = qHTS Assay for Identifying the Cell-Membrane Permeable IMPase Inhibitors: Potentiation with Lithium; CHO-M1 cells, IP1 TR-FRET (IP-One), carbachol + lithium; Potency, µM (top dose mostly 59.4 µM), without a hit: at the highest dose activity, negative = IMPase inhibition, actives largely listed as inhibitors; 0.35% of 210,000 active;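 also: IP1 builds up when IMPase is blocked and the TR-FRET signal falls; potency is read from the fitted curve at half-maximal effect; plate controls were basal vehicle for no effect and high inhibitor control for full effect; nearly all actives have a fitted effect of over 50% in size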
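IP1 accumulation measured by competitive TR-FRET in lysed CHO-M1 cells after 30 min compound exposure at 37C, with a small lithium addition to potentiate weak responses. Hill-equation AC50 from ratio and donor-channel data.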
KinaseGlo FLuc = Counterscreen for Luciferase (Kinase-Glo TM) Inhibition; Kinase-Glo luciferase, ATP luminescence, 8 min; 0.28% of 200,000 active; Potency, µM (top dose mostly 38.3 µM), for the others: top-dose activity change, negative = inhibition, actives largely listed as inhibitors; also: potency is read from the fitted curve at half-maximal effect; % is scaled to controls: 0 for no effect and ±100 for the full control effect; nearly all actives have a fitted effect of over 60% in size
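Substrate mix (final 50 mM imidazole pH 7.2, 50 mM KCl, 7 mM MgCl2, 10 uM ATP, 0.01% Tween 20, 0.05% BSA) plus pin-tool compound, then Kinase-Glo detection mix; 8 min ambient, luminescence read.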
HTT aggregate = qHTS Multiplex Assay to Identify Dual Action Probes in a Cell Model of Huntington: Aggregate Formation (GFP). PC12 HttQ103-GFP aggregates, Acumen cytometry, 40 h. Potency, µM (highest dose often 46.1 µM), for inactives: top-dose activity change, negative = inhibition, most hits filed as inhibitors. 1.1% of 220,000 active; also: potency is read from the fitted curve at half-maximal effect; % is scaled to controls: 0 for no effect and ±100 for the full control effect; nearly all actives have a fitted effect of over 60% in size
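Aggregate formation scored by laser-scanning cytometer (488 excitation, 500–530 emission) in lysed PC12 cells expressing Q103-GFP after 100 nM tebufenozide induction; library tested in dose series, with ATPLite reagent added in the multiplex.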
CBFb-RUNX1 inh = qHTS Assay for Compounds Blocking the Interaction Between CBF-beta and RUNX1 for the Treatment of Acute Myeloid Leukemia; AlphaScreen CBFb-His/RUNX1-biotin binding, biochemical; Potency, µM (series often up to 59.8 µM), inactives show at the top dose activity, negative = inhibition, usual class: inhibitors; 230,000 tested, under 10 active; Runt-related transcription factor 1 (Homo sapiens) + Core-binding factor subunit beta …; also: % of control where 0% means no effect
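Proteins preincubated together for 20 min at RT before compound addition; 15 min later, nickel and streptavidin beads were added and left 90 min prior to AlphaScreen measurement.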
NPSR antag = qHTS Assay for Antagonists of the Neuropeptide S Receptor: cAMP Signal Transduction; Q6W5P4; CHO-NPSR cells, cAMP TR-FRET, antagonist mode; Potency, µM (doses to about 38.3 µM), inactives show top-dose activity change, negative = inhibition, actives largely listed as inhibitors; 1% of 220,000 active; also: potency is read from the fitted curve at half-maximal effect; % is scaled to controls: 0 for no effect and ±100 for the full control effect; nearly all actives have a fitted effect of over 50% in size; many of its hits are not listed in these tables
Epigenetic reg = Quantitative High-Throughput Screen for Regulators of Epigenetic Control | AID 1865, 2009 | 0.2% of 280,000 active | Potency, µM (series often up to 53.9 µM), inactives show at the top dose GFP activation, hits mostly activators | murine LDR cells, GFP reporter derepression, 30 h; also: potency is read from the fitted curve at half-maximal effect; % of control where 0% means no effect; nearly all actives have a fitted effect of over 60% in size
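In this reporter-derepression format, murine cells bearing a silenced integrated CMV-GFP locus incubate with test compound (30 h, 37 C), then are washed and imaged; fluorescent objects of 20–120 um count as induced cells.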
L3MBTL1 inh = qHTS Assay for the Inhibitors of L3MBTL1; AlphaScreen L3MBTL1–H3K9me1 peptide binding; Potency, µM (titrated, usually from 57.1 µM), for inactives: top-dose activity, negative = inhibition, usual class: inhibitors; 0.66% of 230,000 active; AID 485360, 2010; also: potency is read from the fitted curve at half-maximal effect; % is scaled to controls: 0 for no effect and ±100 for the full control effect; nearly all actives have a fitted effect of over 60% in size
Target sequence (Q9Y468 whole entry, looked up): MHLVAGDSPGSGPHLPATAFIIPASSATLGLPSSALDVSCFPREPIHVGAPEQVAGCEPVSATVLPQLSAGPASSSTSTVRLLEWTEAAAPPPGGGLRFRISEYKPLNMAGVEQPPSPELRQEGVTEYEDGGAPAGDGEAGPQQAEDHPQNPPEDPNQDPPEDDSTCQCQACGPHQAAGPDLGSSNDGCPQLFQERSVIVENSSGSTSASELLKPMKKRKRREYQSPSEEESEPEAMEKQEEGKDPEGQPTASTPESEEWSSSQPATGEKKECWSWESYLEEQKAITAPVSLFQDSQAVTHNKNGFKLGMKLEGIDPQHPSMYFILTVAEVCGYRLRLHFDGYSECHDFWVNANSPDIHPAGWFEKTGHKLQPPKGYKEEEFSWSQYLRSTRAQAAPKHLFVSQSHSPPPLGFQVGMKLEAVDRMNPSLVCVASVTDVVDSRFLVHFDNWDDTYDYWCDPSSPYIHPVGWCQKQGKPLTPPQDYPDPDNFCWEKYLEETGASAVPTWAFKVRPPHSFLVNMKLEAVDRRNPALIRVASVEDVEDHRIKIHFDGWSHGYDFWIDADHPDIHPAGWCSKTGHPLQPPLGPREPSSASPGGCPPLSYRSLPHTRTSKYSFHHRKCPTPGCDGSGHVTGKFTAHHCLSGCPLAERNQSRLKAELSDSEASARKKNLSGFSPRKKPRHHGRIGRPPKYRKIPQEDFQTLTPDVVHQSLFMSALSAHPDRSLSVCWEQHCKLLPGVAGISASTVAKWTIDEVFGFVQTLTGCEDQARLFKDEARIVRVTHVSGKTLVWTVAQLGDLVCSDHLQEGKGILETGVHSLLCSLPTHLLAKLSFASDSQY
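AlphaScreen proximity signal between nickel-chelate acceptor and streptavidin donor beads (final 10 ug/mL) reports binding of 50 nM L3MBTL1 to 75 nM biotin-H3 K9me1 peptide; complex incubated with compounds 30 min at room temperature; cefsulodin titration as control.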
* hit, by the source's call; ? = inconclusive; . = no result given; [ ] = remark or other dose. Calls follow the shape of the dose curve; as a rule, active = well fitted curve in the direction sought with a large enough effect; inconclusive = small, poorly fitted or top-dose-only effect, or another doubt; inactive = no such curve, though single readings can be large; an effect the other way counts as inactive or inconclusive. A portion of the library; count on the stated rates, not on these rows.

Below each SMILES – IMPase Li cell	KinaseGlo FLuc	HTT aggregate	CBFb-RUNX1 inh	NPSR antag	Epigenetic reg	L3MBTL1 inh
> Cc1cc(Nc2ccccc2N2CCOCC2)n2ncnc2n1
 : -8%[38.3 µM]	0%	12%	3%	-15%[46.1 µM]	-0.7%	5%
> Cc1ccc(S(=O)(=O)N2CCOCC2)cc1NC(=O)CSc1cccc[n+]1[O-]
 : .	.	?	3%	10%[46.1 µM]	-0.9%	-7%
> Cc1ccc(-n2c(O)c(C=Nc3ccccc3-c3n[nH]c(=S)[nH]c3=O)c3ccccc3c2=O)c(C)c1
 : 1%	1%	?	7%	-57%	4.1%	-11%
> C=CCNC(=O)CSc1nnc(-c2cccs2)o1
 : -24%[38.3 µM]	-2%	2%	-12%	-12%[46.1 µM]	3.1%	4%
> Cc1ccc2cc(CN(C)S(C)(=O)=O)c(=O)[nH]c2c1
 : -17%	.	0%	0%	7%	-0.3%	.
> N=c1sccn1CC(=O)Nc1cc(Cl)ccc1Oc1ccccc1
 : 38%[activator][38.3 µM]	0%	-17%	9%	0%[46.1 µM]	-1.0%	.
> COc1cccc(CN2CCNC(=O)C2CC(=O)N(Cc2cnn(C)c2)C(C)C)c1 (stereo unspecified)
 : 8%	0%	-8%[9.22 µM]	3%	-4%	-0.6%	0%
> Cc1ccc(C(=O)O/N=C2/CC3CCC2(C)[C@@]3(C)CBr)cc1 (stereo partly specified)
 : .	.	-2%[9.22 µM]	6%	-1%	-1.0%	16%
> COCCOC(=O)C1=C(C)NC(=S)NC1/C=C/c1ccccc1 (stereo unspecified)
 : 10%	-1%	-1%	11%	4%	1.1%	-6%
> Cc1coc(NC(=O)CSc2nc(-c3ccncc3)cc(C(F)(F)F)c2C#N)n1
 : 5%	-2%	-15%	10%	-8%[46.1 µM]	13µM*	1%
> COc1ccc(C(C)=O)cc1CSc1nnc(SCc2cc(C(C)=O)ccc2OC)s1
 : .	.	5%[9.22 µM]	9%	-20%	2.1%	.
> O=C(Cn1cnc2c(cnn2-c2ccccc2)c1=O)NC1CCCC1
 : -10%[38.3 µM]	2%	-5%	10%	1%[46.1 µM]	0.0%	3%
> COC(=O)CNC(=O)CNC(=O)Nc1ccccc1Cl
 : 34%[38.3 µM]	-2%	5%	5%	-14%[46.1 µM]	4.8%	.
> Cc1nc2nc(C)c(CCC(=O)NC3CCCCC3)c(C)n2n1
 : -7%	-1%	10%	-5%	17%	-1.3%	.
> Cc1cc(C(=O)COc2cccnc2[N+](=O)[O-])c(C)n1-c1ccccc1
 : 5%	-4%	?	?	1%	1.0%	-14%
> C=C(C)Cn1c(SCC(=O)O)nnc1-c1ccccc1
 : 29%[38.3 µM]	19%	6%	2%	-3%[46.1 µM]	-0.1%	.
> O=C(CCCn1nnc2ccccc2c1=O)N[C@H](C(=O)O)c1ccccc1
 : .	.	10%[9.22 µM]	8%	-9%	1.3%	4%
> CN(C)S(=O)(=O)c1ccc(C(=O)OCCn2cnc3c2c(=O)n(C)c(=O)n3C)cc1
 : 2%	2%	-12%	2%	5%	0.5%	.
> c1ccc(OCCCn2nnc(-c3ccc(N4CCOCC4)cc3)n2)cc1
 : -5%[38.3 µM]	-1%	7%	7%	-11%[46.1 µM]	2.0%	.
> O=C1C2C3C=CC(C4CC34)C2C(=O)N1Cc1ccccc1 (stereo unspecified)
 : 5%	1%	25%[9.22 µM]	1%	-2%	-5.5%	7%
> Cc1cc2cc(C)c3nnc(SCC(=O)NCc4ccc5c(c4)OCO5)n3c2cc1C
 : 0%[38.3 µM]	-5%	-4%	-2%	-17%[46.1 µM]	0.0%	-5%
> CC(Oc1cccc(Cl)c1)C(=O)Nc1ccc([N+](=O)[O-])cn1 (stereo unspecified)
 : 4%	-3%	4%	-16%	-16%	-1.6%	-18%
> Cc1ccc(N(C(=O)c2ccccn2)C2(C(=O)NC3CCCC3)CCCCC2)cc1
 : -1%[38.3 µM]	-10%	-9%	0%	-5%[46.1 µM]	-2.8%	.
> COCCSc1nnc(NC(=O)C(C)(C)C)s1
 : -1%[38.3 µM]	-1%	5%	4%	3%[46.1 µM]	0.0%	1%
> CCOc1ccc(N=C(NC#N)SCC(=O)NC2CC2)cc1
 : 0%[38.3 µM]	2%	29%	-3%	-10%[46.1 µM]	-0.9%	0%
> COc1cc(OC)c(OC)cc1CN1CCN(Cc2ccc(SC)cc2)CC1
 : 2%	1%	4%	-4%	7%	-1.4%	-6%
> O=C1C(=O)N(CCN2CCOCC2)C(c2cccnc2)/C1=C(/O)c1ccccc1 (stereo unspecified)
 : 1%	4%	-10%[9.22 µM]	-3%	-4%	3.9%	6%
> CC(C)C(c1nnnn1C(C)(C)C)N1CCOCC1 (stereo unspecified)
 : 1%	-3%	-21%	18%	1%[46.1 µM]	0.9%	8%
> CSc1nc2nc3c(cc2c(=O)n1-c1cccc(C)c1)COC(C)(C)C3
 : .	.	-15%[9.22 µM]	7%	33%	-0.3%	8%
> CCN(CC)CCNC(=O)c1ccc(NC2=NC3CS(=O)(=O)CC3S2)cc1 (stereo unspecified)
 : -4%[38.3 µM]	-3%	-9%	-1%	-1%[46.1 µM]	-0.2%	.
> O=C(COC(=O)c1ccc(Cl)cc1O)Nc1cccnc1Cl
 : .	.	?	1%	-11%[46.1 µM]	0.0%	-2%
> Cc1ccc(-c2n[nH]c(=O)c3ccccc23)cc1S(=O)(=O)NC(C)(C)C
 : -2%	-2%	2%	-4%	7%	4.5%	-13%
> Cc1ccc2cc(C#N)c(SCC(=O)N3CCCC3)nc2c1
 : .	.	-26%[9.22 µM]	3%	-7%	0.0%	.
> COCC(C)n1c(C)cc(C(=O)COC(=O)CCc2nc3ccccc3c(=O)[nH]2)c1C (stereo unspecified)
 : 0%	-4%	8%	-7%	9%	-1.8%	-1%
> Cc1cccc(NC(=O)CN2C(=O)S/C(=C\c3ccc(-c4cccc(C(=O)O)c4C)o3)C2=O)c1
 : 2%	2%	-25%	-5%	-51%	-0.3%	.
> CCCc1cc(=O)[nH]c(SCC(=O)NC2CCCCC2)n1
 : 25%[38.3 µM]	0%	7%	1%	-3%[46.1 µM]	-0.7%	.
> O=c1c2cn[nH]c2[nH]c(=S)n1-c1ccccc1Cl
 : -2%	.	-15%	-25%	11%	0.9%	.
> COC(=O)CSc1nnc(-c2cnccn2)n1C
 : -6%	0%	11%	4%	11%[46.1 µM]	-2.0%	4%
> Cc1ccc(CNC(=O)COC(=O)CCC(=O)c2cccs2)cc1
 : -11%	4%	-8%	1%	8%	0.0%	5%
> Cc1sc(NC(=O)c2ccccc2)c(C#N)c1-c1ccccc1
 : 8%	-6%	-18%	17%	-30%	0.0%	6%
> C=CCNC(=O)C1CC=CCC1C(=O)O (stereo unspecified)
 : -5%[38.3 µM]	3%	4%	-1%	3%[46.1 µM]	-0.8%	7%
> O=C(Nc1ccccc1)Nc1nc(-c2ccccc2)cs1
 : .	.	-17%[9.22 µM]	0%	3%[7.67 µM]	-0.3%	3%
> O=C(CSc1nnc(Cc2cc(=O)[nH]c(=O)[nH]2)n1-c1ccc(F)cc1)NC1CCCC1
 : -15%[38.3 µM]	-2%	-3%	0%	4%[46.1 µM]	0.0%	4%
> CCC(C)[C@@H](N)C(=O)N/N=C/c1cccc2nccnc12 (stereo partly specified)
 : .	.	16%[9.22 µM]	-19%	-15%	-0.2%	-1%
> COc1ccc(C)cc1S(=O)(=O)N(C)CC(N)=O
 : 11%[38.3 µM]	1%	-7%	10%	-9%[46.1 µM]	-1.1%	-3%
> CCn1cc(Br)c(C(=O)Nc2cccc(SC)c2)n1
 : 29%[38.3 µM]	3%	5%	-16%	-9%[46.1 µM]	0.0%	21%[11.4 µM]
> CC(C)NC(=O)Cn1c(SCC(=O)N2CCCCCC2)nc2ccccc21
 : 7%[38.3 µM]	0%	2%	3%	-24%[46.1 µM]	-0.8%	13%
> CCn1c(=O)cc(OCC(=O)Nc2cc(C)ccn2)c2ccccc21
 : 3%	2%	13%	0%	-6%[46.1 µM]	-2.0%	-1%
> CCO[C@H]1OC(C(=O)Nc2ccccc2)=C[C@@H](C2CC2)[C@@H]1CCCO
 : 12%	.	-3%[9.22 µM]	12%	14%	-3.0%	4%
> Cn1cc(-c2nnnn2-c2ccc(Cl)cc2)c(=O)c2ccccc21
 : -1%[38.3 µM]	2%	3%[9.22 µM]	3%	-7%[46.1 µM]	-1.4%	.

Look-ups from the list.
O=C(CCCn1nnc2ccccc2c1=O)N[C@H](C(=O)O)c1ccccc1 in HTT aggregate has 10%[9.22 µM]
O=C(Cn1cnc2c(cnn2-c2ccccc2)c1=O)NC1CCCC1 in NPSR antag has 1%[46.1 µM]

Next part.
Below each SMILES – IMPase Li cell	KinaseGlo FLuc	HTT aggregate	CBFb-RUNX1 inh	NPSR antag	Epigenetic reg	L3MBTL1 inh
> CC(=O)SC[C@@H](Cc1ccccc1)C(=O)NCC(=O)OCc1ccccc1
 : 7%	-3%[17.1 µM]	29%[20.6 µM]	-21%[21.7 µM]	.	2.4%[16.9 µM]	.
> CC(C)(C)c1cc(CCC(=O)NNC(=O)c2ccco2)cc(C(C)(C)C)c1O
 : -10%	0%	16%	-18%	-4%	-3.2%	8%
> O=C(Nc1ccc(F)c(F)c1)c1ccc2c(c1)OCO2
 : -8%[38.3 µM]	?	-16%	-4%	-1%[46.1 µM]	-1.0%	-1%
> COc1cc(CNn2c(C)n[nH]c2=S)cc(Cl)c1OCc1ccccc1
 : 11%[38.3 µM]	-2%	3%	-5%	-19%[46.1 µM]	1.8%	-9%
> O=C(Oc1ccc(Cl)c2cccnc12)c1ccco1
 : 32%[38.3 µM]	-7%	?	-24%	4µM*	?	.
> CC(=O)n1cc(Nc2ccccc2C(=O)O)c2ccccc21
 : -4%[38.3 µM]	14%	-1%	9%	-15%[46.1 µM]	-2.6%	2%
> Cc1nc(NCCO)c2nc(-c3ccccc3)n(CC3CCN(C)CC3)c2n1
 : -15%	0%	.	2%	.	1.0%	.
> O=C(Nc1cccnc1)Nc1ccccc1Cl
 : 10%[38.3 µM]	-16%	.	14%	-19%[46.1 µM]	3.8%	.
